# RmlCD inh mix: inhibitors of RmlC and RmlD coupled enzymes. inhibition, % at 5.5 µM. 0.39% of 110,000 active. AID 1532. RmlC/RmlD coupled enzyme inhibition, 384-well mixture HTS; in the data active = inhibition above about 30%, passing the limit was not always enough; note: strong numbers were not always called active
# RT RNaseH block: inhibitors of HIV-1 reverse transcriptase RNase H | P04585 | RT-RNase H RNA/DNA duplex cleavage, fluorescence | inhibition, % at 10 µM | 1.9% of 65,000 active; in the data active = inhibition above about 50%
# Numbers without * were called inactive; . = no result given. Some of the compounds tested; rates above refer to the full screens.
Molecule	RmlCD inh mix	RT RNaseH block
C=CCNC(=S)NNC(=O)C(CCC(C)C)CC(C)(C)O (configuration not stated)	-34.8	.
COc1ccc(C2C(C(C)=O)=C(O)C(=O)N2CCc2ccccc2)c(OC)c1 (configuration not stated)	-15.8	4.9
OCCNCCCOc1ccc(Cl)cc1Br	-12.3	.
CC(C)CCNC(=O)NC(=O)COc1c(F)c(F)cc(F)c1F	-12.5	.
O=C1OC(c2ccc(O)cc2)(c2ccc(O)cc2)c2ccccc21	-8.1	1.4
Cn1c(-c2ccc(F)cc2)cnc1NCc1ccc(F)cc1	-5.1	.
COc1ccccc1Cc1noc(C(C)(C)NC(=O)c2ccccc2)n1	0.7	-3.0
O=C(c1ccc(Cl)c(S(=O)(=O)N2CCOCC2)c1)N1CCN(Cc2ccccc2)CC1	-13.2	.
Cc1cc(NS(=O)(=O)c2ccc(NC(=O)CCCOc3ccc(Cl)cc3)cc2)no1	6.8	-5.0
O=C(Cn1nc(Cc2ccncc2)c2ccccc2c1=O)N1CCc2ccccc2C1	.	-22.5
Cc1ccccc1NC(=O)CSc1nc2ccccc2o1	-9.2	.
CC(=NCC1CCNCC1)C1=C(O)CC(C)(C)CC1=O	-16.3	-0.5
O=C(Cn1ncc2ccccc21)N1CCN(c2cccc(C(F)(F)F)c2)CC1	5.5	-6.7
O=C(CC(c1ccccc1)(c1ccccc1)c1ccccc1)N[C@@H](Cc1ccccc1)C(=O)O	6.2	.
CC(C)NC(=O)CSc1nnc(COc2ccccc2Cl)o1	-14.5	.

# (listing goes on)
Molecule	RmlCD inh mix	RT RNaseH block
Cc1nonc1OCC(C)(COc1nonc1C)NC(=O)c1ccccc1	-9.7	.
Brc1ccc(-c2cn3c(n2)CCc2ccc4cccnc4c2-3)cc1	-18.4	.
CN(C)c1cc2c(c(N(C)C)c1)C(=O)c1ccccc1C2=O	-6.8	.
CC(C(=O)N1CCOCC1)N1c2cccc3cccc(c23)S1(=O)=O (configuration not stated)	-16.2	-20.2
O=C(COc1ccccc1N1C(=O)c2ccccc2C1=O)c1ccc(Cl)cc1	-8.8	.
COc1ccc(NC(=O)c2cccnc2N2CCCC2)cc1	9.6	.
CC1CCCC(NC(=O)CSc2nnnn2C)C1C (configuration not stated)	11.8	1.1
CCSc1nnc(NC(=O)CSc2ncccn2)s1	9.2	-6.9
CCCCCc1ccc(-c2ccc(C(=O)O)cc2)nc1	-0.6	.
COC(=O)C(O)(CC(=O)Nc1ccc(OC(F)(F)F)cc1)C(F)(F)F (configuration not stated)	70.0	0.9
COc1cc(CNCc2ccccn2)ccc1OCC(N)=O	-11.7	.
O=C(NCc1ccco1)C(c1ccco1)N(C(=O)Cn1nnc2ccccc21)c1ccc2c(c1)CCC2 (configuration not stated)	8.6	4.0
CCCCP(=O)(O)CCC(=O)O	-12.0	-4.7
CCc1ccc(S(=O)(=O)NCc2cn3c(C)csc3n2)s1	-10.8	-59.1
COCCN(C(=O)CN1CCc2ccccc2C1)c1c(N)n(Cc2ccccc2)c(=O)[nH]c1=O	4.0	-13.6

# The list goes on:
Molecule	RmlCD inh mix	RT RNaseH block
CC(NC(=O)C1CCC1)c1ccccc1 (configuration not stated)	4.1	-6.4
O=C(c1ccc(F)cc1)N1CCN(C2CC3CCC2C3)CC1 (configuration not stated)	2.2	-13.5
O=C(Cn1c(SCC(=O)N2CCc3ccccc3C2)nc2ccccc21)NC1CCCC1	-8.5	.
O=C(c1oc2ccccc2c1CSCc1ccccc1)N1CCN(c2ncccn2)CC1	9.1	-6.1
O=c1cccc2n1CC1CC2CN(Cc2c(F)cccc2Cl)C1 (configuration not stated)	-34.1	26.5
c1ccc(-c2ccc(OCCCn3cncn3)cc2)cc1	6.3	-26.1
Cc1cc(N2CCN(c3ccccc3)CC2)nc(NCc2ccccc2)n1	-11.8	-6.3
Cc1ccc(CN2CCN(CC(=O)N3CCC4(CC3)OCCO4)C2=O)cc1	1.9	-1.2
COc1cccc(C2=NO[C@@H]3C(=O)N(Cc4ccccc4)C(=O)[C@H]23)c1OC	-8.4	1.6
CCOC(=O)c1sc2ncn(/N=C/c3cccnc3)c(=O)c2c1C	-13.3	.
Cc1cccc(C)c1OCC(=O)Nc1cccc(-c2nnc(-c3ccccc3)o2)c1	6.2	1.8
CCn1c2c(c3cc(Cl)ccc31)CCCC2=O	-15.6	-46.6
Oc1sc(C=Nc2ccc(F)cc2)c2ccccc12	0.2	.
OC(C#CCN1CCCCC1)c1ccccc1 (configuration not stated)	-4.5	-7.8
O=C(CCSc1nc(-c2ccco2)cc(C(F)(F)F)n1)Nc1ccc2c(c1)OCO2	4.0	-0.6

# Further compounds
Molecule	RmlCD inh mix	RT RNaseH block
Cc1ccc(-c2noc(CCC(=O)NCCCN3CCN(c4ccc(F)cc4)CC3)n2)cc1	-0.5	3.3
COc1ccc(C(=O)/C=C/NCc2ccc(C)cc2)cc1	5.9	.
Cc1cccc(C)c1NC(=O)C1(N(Cc2ccco2)C(=O)CC2NC(=O)NC2=O)CCCC1 (configuration not stated)	-9.7	.
O=C(O)C1CC=CCC1C(=O)NCCc1cccc(Cl)c1 (configuration not stated)	1.3	.
CC(=O)Nc1ccc(SC[C@H](CC(C)C)N2CCN(CCc3ccccc3)CCC2=O)cc1	6.4	.
CCCC(=O)NCCCCNC(=O)CCC	-7.8	6.6
Cc1cc(NC(=O)c2cncc(Br)c2)no1	-4.7	.
CC(C)OC(=O)CC1=NC(=O)CS1	3.0	-8.2
C=CCSc1nc2ccccc2n1S(=O)(=O)c1ccc(Cl)cc1	-15.1	.
O=C(Nc1cccc(Cl)c1)c1c(O)c2c(n(Cc3ccco3)c1=O)CCCC2	3.9	41.9
Cc1cc(C(=O)CSc2nnnn2-c2ccc(Cl)cc2)c(C)n1CC1CCCO1 (configuration not stated)	15.5	62.5*
CCOCc1nc(N)[nH]c(=O)c1Cc1ccc(OC(C)C)cc1	11.9	-3.6
Cn1nc(-c2ccc(C(=O)N3CCN(CCO)CC3)cc2)c2ccccc2c1=O	8.8	.
COCC(=O)Nc1nc2n(n1)C(c1ccccc1)CC(c1ccc(OC)cc1)N2 (configuration not stated)	0.2	2.9
CCc1ccc(NC(=O)CS(=O)CC(=O)NCC2OCCc3ccccc32)cc1 (configuration not stated)	-10.2	-1.0

# Full records, quoted from the list. Screens in order: RmlCD inh mix	RT RNaseH block
# `COCC(=O)Nc1nc2n(n1)C(c1ccccc1)CC(c1ccc(OC)cc1)N2` (configuration not stated) is listed as 0.2	2.9
# `Cc1cc(NC(=O)c2cncc(Br)c2)no1` is listed as -4.7	.
# `C=CCSc1nc2ccccc2n1S(=O)(=O)c1ccc(Cl)cc1` is listed as -15.1	.

# (listing goes on)
Molecule	RmlCD inh mix	RT RNaseH block
COC(=O)c1ccc(Cn2cnc3c(sc4nc(N5CCOCC5)c5c(c43)CCCC5)c2=O)o1	-14.6	64.4*
Cc1ccc(-n2nc3c(n2)/C(=N/O)CC/C3=N\O)cc1	-12.5	.
COc1cccc(C(c2nnnn2Cc2ccc(F)cc2)N2CCC(C(N)=O)CC2)c1OC (configuration not stated)	-16.9	-4.8
CCn1c2ccccc2c2cc(C3N=C(N)Nc4nc5ccccc5n43)ccc21 (configuration not stated)	7.6	-14.7
Cc1cccc2cc(C(c3nnnn3Cc3ccccc3)N3CCN(c4ccccc4)CC3)c(=O)[nH]c12 (configuration not stated)	7.0	17.7
Cn1c(=O)c(=O)n(C)c2cc(S(=O)(=O)N3CCC(Cc4ccccc4)CC3)ccc21	6.0	7.9
COc1ccc2nc3oc(C(=O)NCc4cccs4)cc3cc2c1	-111.4	10.4
CCOc1ccc(C(=O)NC2CCN(C(=O)N3CCCC3)CC2)cc1	6.1	.
CC12CC(c3ccccc3O1)C(C(=O)OCc1ccccc1)C(=O)N2 (configuration not stated)	2.6	-6.2
Cc1ccc(C(=O)NCCn2cc(SCC(=O)Nc3nnc(C)s3)c3ccccc32)cc1	-11.8	-22.9
COc1cc(OC)cc(-c2nnc(SCC(=O)N3c4ccccc4Sc4ccccc43)o2)c1	13.4	5.1
Cc1ccc(Nc2nc(N)nc(CSc3ncccn3)n2)cc1	-9.9	.
CCCC1=C(C(=O)OCC)C(c2c(C)nn(-c3ccccc3)c2Cl)C(C#N)=C(N)O1 (configuration not stated)	9.9	.
COc1ccc2cc(C(c3nnnn3C(C)(C)C)N3CCc4ccccc4C3)c(=O)[nH]c2c1 (configuration not stated)	.	-0.1
CCCCn1c(SCC(=O)N2c3ccccc3Sc3ccccc32)nc2c1c(=O)n(C)c(=O)n2C	-0.2	.

# Continued.
Molecule	RmlCD inh mix	RT RNaseH block
CCOC(=O)Cc1csc(NC(=O)c2cnc3scc(C)n3c2=O)n1	12.1	6.1
CCOC(=O)c1c(C)n(C)c2ccc(OC)c(NC(=O)CN3CCN(C4CCCCC4)CC3)c12	6.6	.
COc1ccc(-c2[nH]c(-c3cccc(OC)c3)nc2SCC(=O)NCc2ccco2)cc1	-9.6	-3.7
C=CCn1c(C)cc(C(=O)CSc2nnc(-c3cccc(S(=O)(=O)N(CC)CC)c3)o2)c1C	.	-1.1
O=C1C2C(C(=O)N1CCc1ccccc1)C1C=CC2C12CC2 (configuration not stated)	27.8	.
Cc1[nH]c(=O)[nH]c(=O)c1S(=O)(=O)N1CCCC(C(=O)NCCc2ccccc2)C1 (configuration not stated)	1.7	1.8
Cc1ccc(NC(=O)COC(=O)CCC(=O)c2cccs2)cc1S(=O)(=O)N1CCOCC1	8.3	.
C[C@@H](C(=O)Nc1ccc2ccccc2c1)[C@H]1C[C@]1(C)[C@H](NS(=O)(=O)c1ccccc1)c1ccccc1	12.0	.
CC(=O)c1ccc(OCCCC(=O)OCC(=O)N2CCN(c3ccccc3)CC2)cc1	12.4	-1.4
O=c1cc(N2CCc3ccccc3C2)[nH]c(=O)n1Cc1ccc(F)cc1	9.9	0.3
CSc1nc2c(c(=O)n1Cc1ccccc1)SC(C)C2 (configuration not stated)	-9.9	0.1
CC1(C(=O)CSc2nc3ccccc3s2)CCC(=O)O1 (configuration not stated)	5.0	23.7
Cc1cc(C)c(NC(=O)CN(c2ccccc2)S(=O)(=O)N(C)C)c(C)c1	-6.4	.
CC(=O)c1c(N)nc2n(c1=O)CCCCC2	5.4	-8.7
O=C(OCn1ncc(Br)c(Br)c1=O)c1c(F)cccc1F	-6.5	.

# Further records.
Molecule	RmlCD inh mix	RT RNaseH block
Cc1ccc2c(c1)[C@H]1OCC[C@H]1[C@@H](c1ccncc1)N2	11.5	2.8
CCOC(=O)C(NCc1ccccc1OC)(NC(=O)c1ccccc1)C(F)(F)F (configuration not stated)	-16.7	.
CC1CCN(C(=O)CCc2ccc(S(=O)(=O)NC(C)(C)C)cc2)CC1	0.3	.
COc1cc(-c2nc3cnccc3n2C)cc(OC)c1OC	7.2	-2.0
Cc1occc1C(=O)Nc1cccnc1	-1.9	2.0
Cc1ccc(S(=O)(=O)N(C)Cc2nc(-c3ccccn3)no2)cc1	-14.3	-13.8
CCC(=O)N(C)/C=C1\Sc2ccccc2C1=O	8.6	.
CCCCOC(=O)C1CCC[C@@H](C)N1 (some centres not stated)	-8.4	.
CC(=O)Oc1ccccc1C(=O)Oc1ccc(/C=N/n2cnnc2)cc1	8.3	-3.0
C=CCn1c(SCc2nc3ccccc3[nH]2)nnc1-c1ccncc1	-2.9	3.5
COc1ccc(COCC(O)CN2CC(C)OC(C)C2)cc1OC (configuration not stated)	-7.7	.
NC(=O)CC(NC(=O)Cc1ccc(Br)cc1)c1ccc(NC2CCC2)c([N+](=O)[O-])c1 (configuration not stated)	-4.2	.
CCN1CCN(c2ncc(C(=O)Nc3cc(Cl)ccc3OC)c3ccccc23)CC1	.	-3.2
Cc1ccc(S(=O)(=O)N2CCC(CN3C(=O)c4cccc5cccc(c45)C3=O)CC2)cc1	-7.9	.
CC(C)=C(NC(=O)c1ccccc1)C(=O)NCCCC(=O)O	-10.1	-8.8

# Additional entries:
Molecule	RmlCD inh mix	RT RNaseH block
CC(=O)c1cc(C#N)c(SCc2ccccc2)nc1C	6.8	.
COc1cccc(CN2CCN(C(=O)c3cccc4ccccc34)CC2)c1OC	2.2	5.0
CCOc1ccc(C(=O)NCc2ccco2)cc1	-17.9	-6.9
CCOC(=O)C1=C(N)n2c(s/c(=C\c3ccco3)c2=O)=C(C(=O)OC(C)C)C1c1ccco1 (configuration not stated)	9.4	39.4
CCN1CCN(CC(=O)NC2CCCCC2)C(=O)C1=O	6.5	-2.1
CCn1cc(SCC(=O)N2CCOCC2)c2ccccc21	4.5	.
O=C(Nc1cccc(C(F)(F)F)c1)C1C2CC3OC(=O)C1C3C2 (configuration not stated)	-15.9	-5.9
Clc1ccc2c(c1)[C@H]1OCC[C@H]1[C@@H](c1ccco1)N2	7.0	-23.8
COc1cc(-c2cc(C(=O)O)c3cc4c(cc3n2)OCCO4)cc(OC)c1OC	6.3	.
Cc1cc(NC(=O)C2CCCN(S(=O)(=O)c3c(C)noc3C)C2)n[nH]1 (configuration not stated)	10.6	-4.5
Cc1ccc(Nc2nc(N)nc(CN3CCN(C)CC3)n2)cc1C	-5.2	-1.7
O=C(CSc1ncnc2nc[nH]c12)N1CCOCC1	2.9	-5.5
CCCCOC(=O)C1=C(C)Nc2ncnn2C1c1ccc(OC)c(OC)c1 (configuration not stated)	-8.2	9.2
Oc1ccc2c(c1)oc1cc(O)ccc12	-7.5	10.1
Clc1ccc(SCCCCn2cncn2)cc1	-16.9	-44.2

# Later entries
Molecule	RmlCD inh mix	RT RNaseH block
COc1ccccc1NC(=O)CSc1nnc(C)o1	-15.0	2.2
FC(F)(F)c1cccc(N2CCN(CC3CC4C=CC3C4)CC2)c1 (configuration not stated)	-14.4	.
CC(=O)N(Cc1cc2cc(C)c(C)cc2n2nnnc12)CC1COCCO1 (configuration not stated)	-3.1	-6.5
Cc1cc(C)c(C(=O)OCCNC(=O)c2cccnc2)cc1C	11.2	-20.7

# Bioassay records deposited in PubChem by several laboratories.
